MCL1-BIM inh: inhibitors of MCL1 binding to BIM-BH3, primary screen, biochemical, fluorescence polarization; Induced myeloid leukemia cell differentiation protein Mcl-1 (Homo sapiens), Q07820; GST-MCL1 / FITC-Bim-BH3 fluorescence polarization; inhibition, % at 10.9 µM; 320,000 compounds, 0.68% hits; AID 2057, 2009;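 active = inhibition above the mean inhibition of all tested compounds plus 3 SD, set per campaign, cut at about 40% in these data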;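 also: 0% = DMSO wells and 100% = unlabeled Bim-BH3 peptide control; higher means more loss of mP so more displacement of Bim peptide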
GSTO1 counter: inhibitors of recombinant GSTO1, primary screen, counter-screen for RBBP9 inhibitor project, biochemical, fluorescence polarization; activity-based probe fluorescence polarization; inhibition, % at 5.96 µM; 300,000 compounds, 1.1% hits; AID 1974, 2009;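 active = inhibition above the campaign mean inhibition plus 3 SD, cut at about 35% in these data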;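 also: 0% = GSTO1-1 with DMSO and 100% = wells lacking GSTO1-1 enzyme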
Bcl-xL primary: inhibitors of human Bcl-xL, primary screen, biochemical, fluorescence polarization, HTS; Bcl-2-like protein 1 (Homo sapiens), Q07817; GST-Bcl-xL / FITC-Bim BH3 peptide fluorescence polarization; inhibition, % at 10.9 µM; 320,000 compounds, 0.7% hits;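 active = inhibition above the mean of all tested compounds plus 3 SD, cutoff set per campaign, cut at about 30% in these data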;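 also: 0% = DMSO wells and 100% = unlabeled Bim-BH3 peptide competitor; inhibitors lower millipolarization by displacing the labeled peptide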
Fam108B counter: mouse Fam108B serine hydrolase inhibitors, primary screen, counter-screen for RBBP9 inhibitor project, biochemical, fluorescence polarization; 300,000 compounds, 0.33% hits; inhibition, % at 9.51 µM; recombinant Fam108B, FP-Rh probe fluorescence polarization; AID 1947, 2009;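 active = inhibition above the screen mean inhibition plus 3 SD, computed separately per campaign, cut at about 18% in these data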;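 also: inhibitors lower polarization as less probe binds the enzyme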
GLD-1 RNA inh: GLD-1/TGE RNA complex disruptors, primary screen, biochemical, fluorescence polarization; 320,000 compounds, 0.44% hits; inhibition, % at 5.96 µM; AID 2280, 2010; purified GLD-1 + fluorescein TGE RNA;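 active = percent inhibition above a per-plate cutoff, the plate mean of test compounds plus 3 SD, cut at about 30% in these data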;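 also: 0% = DMSO wells with GLD-1 and probe and 100% = wells lacking GLD-1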
PAD4 FP inh: human PAD4 inhibitors, primary screen, biochemical, fluorescence polarization, 1536-well format. Protein-arginine deiminase type-4 (Homo sapiens), Q9UM07. AID 485272, 2010. 330,000 compounds, 0.41% hits. inhibition, % at 6.36 µM. recombinant PAD4, RCA probe fluorescence polarization;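 active = percent inhibition above a cutoff equal to the mean of all tested compounds plus 3 SD, cut at about 15% in these data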;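 also: 0% = PAD4 with RCA probe and DMSO and 100% = probe without PAD4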
Target sequence (Q9UM07 whole entry, looked up): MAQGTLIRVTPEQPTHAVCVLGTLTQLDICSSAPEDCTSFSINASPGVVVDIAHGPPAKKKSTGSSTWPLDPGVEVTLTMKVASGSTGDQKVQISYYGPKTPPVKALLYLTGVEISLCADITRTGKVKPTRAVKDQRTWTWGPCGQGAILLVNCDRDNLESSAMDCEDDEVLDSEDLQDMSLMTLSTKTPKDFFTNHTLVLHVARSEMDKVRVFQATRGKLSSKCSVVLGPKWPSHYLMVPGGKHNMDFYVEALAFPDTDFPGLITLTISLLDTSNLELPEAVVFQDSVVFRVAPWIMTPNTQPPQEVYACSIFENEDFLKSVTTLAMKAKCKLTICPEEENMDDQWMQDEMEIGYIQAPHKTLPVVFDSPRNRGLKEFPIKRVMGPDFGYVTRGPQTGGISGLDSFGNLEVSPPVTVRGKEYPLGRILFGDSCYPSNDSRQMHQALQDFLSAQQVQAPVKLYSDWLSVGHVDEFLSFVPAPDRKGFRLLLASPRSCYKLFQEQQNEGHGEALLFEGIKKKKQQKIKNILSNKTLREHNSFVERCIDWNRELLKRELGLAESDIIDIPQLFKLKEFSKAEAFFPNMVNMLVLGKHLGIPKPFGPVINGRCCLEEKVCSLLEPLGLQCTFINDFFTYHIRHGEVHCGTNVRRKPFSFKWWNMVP
MEX-5 binding: MEX-5 zinc finger RNA-binding disruptors – biochemical, C. elegans, fluorescence polarization, MLPCN library, primary screen; 300,000 compounds, 0.38% hits; AID 1832, 2009; MEX-5/FITC-TCR2 RNA binding; active compounds read low; Zinc finger protein mex-5 (Caenorhabditis elegans), Q9XUB2; activity score (negative = inhibition of binding), % at 10 µM;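 active = inhibition past about -25% in most replicates, and total fluorescence under double the plate's negative control median, limit read from the data; inconclusive = replicates evenly split on the limit, or fluorescence at least double controls; inactive = too little inhibition in most replicates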;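 also: 0% = DMSO and -100% = 5 µM competing unlabeled TCR2 RNA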
PME-1 inh: PME-1 inhibitors via competitive probe labeling, primary screen, biochemical, fluorescence polarization, FP-Rh probe, HTS; Protein phosphatase methylesterase 1 (Homo sapiens), Q9Y570; recombinant PME-1; inhibition, % at 5.9 µM; 320,000 compounds, 0.53% hits;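 active = inhibition above the campaign mean of all compounds plus 3 SD, cut at about 26% in these data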;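 also: competitive labeling of PME-1 active site by serine hydrolase directed probe; 0% = PME-1 with DMSO and 100% = wells lacking PME-1 enzyme; inhibitors block probe labeling so polarization falls and inhibition rises; many of its hits are not listed in these tables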
Target sequence (Q9Y570 whole entry, looked up): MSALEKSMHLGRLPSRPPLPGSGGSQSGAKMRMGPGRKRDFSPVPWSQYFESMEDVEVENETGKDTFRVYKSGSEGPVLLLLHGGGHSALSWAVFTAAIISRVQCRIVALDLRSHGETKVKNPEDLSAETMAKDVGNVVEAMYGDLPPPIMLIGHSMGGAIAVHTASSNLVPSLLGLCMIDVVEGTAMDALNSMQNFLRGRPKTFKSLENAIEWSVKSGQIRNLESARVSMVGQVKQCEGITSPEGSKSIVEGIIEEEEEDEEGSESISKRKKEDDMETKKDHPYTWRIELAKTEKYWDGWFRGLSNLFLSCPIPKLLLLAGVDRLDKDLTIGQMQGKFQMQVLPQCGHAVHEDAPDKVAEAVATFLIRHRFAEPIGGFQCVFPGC
TPT1 inh: Candida albicans TPT1 enzyme inhibitors, primary screen, biochemical, fluorescence polarization. recombinant caTPT1, FP RNA substrate dephosphorylation. AID 1962, 2009. 300,000 compounds, 0.81% hits. inhibition, % at 5 µM. tRNA 2'-phosphotransferase TPT1 (Candida albicans SC5314);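 active = inhibition above the mean of all tested compounds plus 3 SD, set per screening campaign, cut at about 24% in these data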;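 also: plate controls were DMSO alone for no effect and ferristatin control at 100 nM for full effect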
* hit, by the source's call; ? = inconclusive; · = no result given.

SMILES | MCL1-BIM inh | GSTO1 counter | Bcl-xL primary | Fam108B counter | GLD-1 RNA inh | PAD4 FP inh | MEX-5 binding | PME-1 inh | TPT1 inh
COc1ccccc1C(=O)COC(=O)CSCC(=O)Nc1cc(C)on1 | 0 | 1 | 4 | -4 | -4 | -6 | -1.6 | 2 | 1
COc1cc(CNC2CCCCCCC2)c(Br)cc1OCCO | 9 | 0 | 5 | -5 | 4 | 3 | 0.8 | 0 | -1
O=C(Cc1ccc(Cl)cc1)NCc1nc(-c2ccccc2)no1 | 7 | 11 | 5 | -1 | -4 | 2 | 4.4 | 1 | -1
COCC(C)n1c(C)cc(C(=O)CSc2ccc(NC(C)=O)cc2)c1C (configuration not stated) | 5 | 1 | 4 | 7 | 2 | 7 | -0.1 | -1 | -4
COC(=O)c1c(NC(C)=O)sc(C(=O)Nc2ccccc2C)c1C | 11 | -1 | 4 | 2 | 0 | -5 | -0.6 | 3 | -4
CCN(Cc1ccccc1)S(=O)(=O)c1ccc(C(=O)N(CCCN(C)C)c2nc3c(F)cccc3s2)cc1 | 6 | 2 | 3 | 2 | -7 | -2 | -0.2 | 1 | -2
CCC(C)NCC(=O)Nc1ccc([N+](=O)[O-])cc1C(=O)Nc1ccccc1F (configuration not stated) | -4 | -5 | 5 | 1 | 3 | 4 | 0.1 | 0 | 1
CCOc1ccccc1/C=N/NC(=O)C[n+]1ccccc1 | 1 | · | 0 | · | 2 | 1 | · | 4 | ·
CN(C)C(=O)c1cn(-c2ccccc2)nc1-c1cccs1 | 3 | 0 | 3 | 0 | 0 | 1 | -0.4 | -5 | -1
Cn1c(/N=C/c2ccc3c(c2)OCO3)nc2ccccc21 | 3 | 0 | 7 | 1 | -3 | -1 | -2.3 | 4 | -2
O=C(CCCCCCN1C(=O)c2ccccc2C1=O)Nc1nccs1 | 4 | 3 | 5 | -2 | 6 | -5 | -1.4 | 1 | -2
CCOc1ccc(NC(=O)CCN2CCN(S(=O)(=O)c3cc(Cl)ccc3OC)CC2)cc1 | 8 | 5 | 3 | 3 | 4 | -5 | 1.1 | -4 | 1
CN(CC(=O)Nc1ccccc1Br)C(=O)c1ccncc1 | -8 | 4 | 0 | 5 | 10 | 0 | 2.7 | 4 | -1
CCCC1CC(c2csc(N)n2)CCO1 (configuration not stated) | -5 | 8 | 6 | 1 | 4 | -3 | 0.9 | 0 | -3
O=C(c1ccc(Oc2ccc([N+](=O)[O-])cc2Cl)cc1)N1CCCC1 | -2 | 2 | 0 | 9 | -8 | -8 | -0.3 | 0 | 1
Cc1cc(C)c(C#N)c(SCC(=O)Nc2ccc(S(=O)(=O)Nc3onc(C)c3C)cc2)n1 | 4 | 20 | 7 | -3 | 2 | -3 | 0.8 | -1 | -2
O=C(c1ccco1)N1CCCC(c2nc3c(nnn3Cc3ccccc3)c(=O)[nH]2)C1 (configuration not stated) | 0 | 5 | 1 | 2 | -4 | -2 | 0.6 | 10 | 0
Cc1ccc(Oc2ccccc2NC(=O)C2=COCCO2)cc1 | -13 | 10 | -8 | -1 | 7 | 2 | -0.4 | -1 | -2
CCC1(C)NC(=O)N(CC(=O)N2CCC(Cc3ccccc3)CC2)C1=O (configuration not stated) | -1 | · | 9 | · | 5 | -6 | · | -2 | ·
O=C(Cc1n[nH]c(=O)c2ccccc12)OCC(=O)N(Cc1ccccc1)Cc1ccccc1 | -2 | 0 | -5 | -6 | -1 | -7 | -1.0 | -3 | 3
CC1CN(c2oc(Cc3cccc4ccccc34)nc2C#N)CC(C)O1 (configuration not stated) | -6 | 5 | 3 | 3 | 1 | -2 | 2.0 | 2 | -2
COc1cccc(C2C(C(=O)c3cccs3)=C(O)C(=O)N2CCN2CCOCC2)c1 (configuration not stated) | -3 | -4 | 3 | 2 | 4 | 0 | 1.5 | -6 | 2
Cc1ccc(NC(=O)COc2ccccc2C(=O)NCCN(C)C)cc1 | 1 | 3 | -1 | -3 | 4 | -4 | 0.8 | -1 | 1
C=CCn1c(SCc2cccc(OC)c2)nnc1-c1ccncc1 | -1 | 5 | 4 | 3 | -2 | 1 | 0.9 | -1 | 4
Cc1c(C)c2ccc(OCC(=O)N3CCOCC3)c(C)c2oc1=O | 1 | 4 | 6 | 3 | 4 | 2 | 3.4 | 1 | -3
O=C(c1cccs1)N1CCCc2ccccc21 | 5 | 13 | 7 | 5 | 5 | -2 | -1.6 | -4 | -2
CC1C(=O)N2CCCc3cc(S(=O)(=O)N(C)Cc4ccccc4)cc1c32 (configuration not stated) | 3 | 1 | 9 | -5 | 2 | 0 | 1.8 | 3 | -2
O=c1c2ccccc2nc(SCc2cn3ccsc3n2)n1-c1ccc(F)cc1 | -6 | -7 | 0 | 7 | 0 | 1 | -1.0 | 12 | 0
COc1ccc(CC(=O)Oc2ccc(Br)cc2F)cc1S(=O)(=O)N1CCOCC1 | -4 | -10 | -17 | -1 | 3 | -2 | 0.8 | -6 | 3
Cc1ccc(NC(=O)CCN2C(=O)C3CCCCC3C2=O)cc1[N+](=O)[O-] (configuration not stated) | -2 | -4 | 2 | -1 | 3 | 1 | 2.1 | 5 | 1
O=C(Oc1ccc2ccccc2c1)c1cncc(Br)c1 | 4 | 6 | 1 | 3 | 1 | 13 | 3.0 | -3 | -2
CCN(CC(=O)Nc1ccccc1OC)CC(=O)Nc1ccccc1-c1ccccc1 | 2 | -2 | 5 | 0 | -2 | -1 | · | 6 | 3
CCCn1c(=NC(=O)CCS(=O)(=O)c2ccccc2)sc2cc(S(N)(=O)=O)ccc21 | 3 | -2 | 4 | -1 | 3 | -9 | -14 | 0 | -2
CC1=Nn2c(nc(-c3ccccc3)c2-c2ccccc2)NC(=O)C1Br (configuration not stated) | -2 | 5 | 2 | -2 | 1 | -8 | 1.8 | 0 | 2
COc1ccc(S(=O)(=O)N(Cc2ccccc2)c2ccccc2C(=O)Nc2ccccc2C(=O)NCc2ccco2)cc1 | -4 | -10 | 3 | -19 | 3 | 1 | 6.2 | -13 | -1
COc1cccc(/C=C2\SC(=S)N(CCCC(=O)N3CCCCC3)C2=O)c1 | 0 | -21 | -4 | -5 | 2 | 2 | 7.4 | 0 | -3
CCc1cccc(C)c1NC(=O)c1ccoc1C | 7 | -3 | 4 | 0 | 3 | -6 | -2.8 | 2 | 2
COc1ccc(S(=O)(=O)N2CCOCC2)cc1NC(=O)CN1C(=O)NC2(CCCCC2C)C1=O (configuration not stated) | -18 | · | -8 | · | -3 | 3 | · | 6 | ·
O=C(c1ccc(=O)[nH]c1)N1CCN(S(=O)(=O)c2cc(C(F)(F)F)ccc2Cl)CC1 | -16 | 8 | -8 | -3 | 4 | 1 | -1.4 | 2 | -2
O=C(O)c1ccc2c(c1)C(=O)N(N1C(=O)c3ccccc3C1=O)C2=O | 5 | 3 | 1 | 0 | -1 | -8 | 2.0 | -3 | 4
Cc1cc(NC(c2cccnc2)c2c(C)[nH]c3ccccc23)no1 (configuration not stated) | 6 | 12 | 11 | 0 | 6 | -9 | -4.6 | -2 | -1
CC1Cc2nc(SCC(=O)N3CCN(c4ccccc4)CC3)n(CCc3ccccc3)c(=O)c2S1 (configuration not stated) | 10 | 0 | 6 | 2 | 5 | 2 | 0.6 | 1 | 1
CSc1ccc(-c2sc(Nc3cccc4ccccc34)n[n+]2-c2ccccc2)cc1 | 10 | 37* | 7 | 2 | 12 | -9 | -1.0 | 3 | -4
CS(=O)(=O)N(CCC#N)Cc1ccc(/C=C2\C(=O)Nc3ccccc32)o1 | 3 | 2 | 6 | 4 | -5 | -4 | -8.9 | 6 | 2
O=C1CCC(C(=O)N2CCC(CO)(Cc3ccc(Cl)cc3)CC2)=NN1 | -3 | 1 | 7 | 2 | 3 | -2 | -0.4 | 0 | -4

Rewritten as comma-separated lines: part of the list above.
molecule,MCL1-BIM inh,GSTO1 counter,Bcl-xL primary,Fam108B counter,GLD-1 RNA inh,PAD4 FP inh,MEX-5 binding,PME-1 inh,TPT1 inh
CCc1cccc(C)c1NC(=O)c1ccoc1C,7,-3,4,0,3,-6,-2.8,2,2
COc1ccc(S(=O)(=O)N2CCOCC2)cc1NC(=O)CN1C(=O)NC2(CCCCC2C)C1=O (configuration not stated),-18,·,-8,·,-3,3,·,6,·

Following part
SMILES | MCL1-BIM inh | GSTO1 counter | Bcl-xL primary | Fam108B counter | GLD-1 RNA inh | PAD4 FP inh | MEX-5 binding | PME-1 inh | TPT1 inh
CN1C(=O)/C(=C/c2ccc(-c3ccccc3[N+](=O)[O-])o2)SC1=Nc1ccc(Cl)c(C(=O)O)c1 | 74* | 72* | 44* | 30* | 25 | 12 | ? | 12 | 0
O=c1[nH][nH]c(C(F)(F)F)c1C=Nc1ccccc1 | 9 | 7 | 6 | 2 | 8 | -4 | 0.8 | 4 | 1
CC1CCC(NC(=O)c2ccc3c(c2)S(=O)(=O)c2ccccc2C3=O)CC1 (configuration not stated) | -14 | -19 | -2 | 0 | 0 | -3 | 0.7 | 0 | 0
CCOC(=O)C1=C(C)NC(C)=C(C(=O)OCC)C1c1ccccc1/C=C/C(=O)OC(C)(C)C | 1 | -10 | 2 | 0 | 14 | 0 | -0.2 | 10 | -2
COc1ccc(NC(=O)Cc2ccccc2)cn1 | 40* | -6 | 38* | -4 | 36* | 3 | -12 | -7 | -9
Cc1nnc(N/N=C/c2ccc(-c3ccc(Br)cc3)o2)n1N | -2 | 13 | 0 | 1 | -3 | 24* | -1.4 | 1 | 4
O=C(c1ccccc1)N1CCC(CC2CC(c3ccc(Cl)cc3)=NO2)(C(=O)NCC2CCCCC2)CC1 (configuration not stated) | 0 | 2 | 0 | -1 | 4 | 1 | 1.2 | 5 | -1
COc1ccc(CN(C)CC(=O)Nc2sc3c(c2C#N)CCC3)cc1OC | 3 | -9 | 3 | -9 | -10 | -5 | 1.2 | -9 | 2
O=C(NNS(=O)(=O)c1ccc(F)cc1F)c1csc(-c2cccnc2)n1 | 4 | 3 | 4 | -1 | 5 | 2 | -12 | -4 | 0
N#Cc1c(SCC(N)=O)nc2c(c1-c1ccncc1)CCCC2 | -3 | 2 | 1 | -4 | 1 | -1 | 4.0 | 0 | -1
Cc1ccc(C)c(SCc2nc3sc(C(=O)O)c(C)c3c(=O)[nH]2)c1 | 4 | -9 | 3 | 0 | 0 | 1 | -0.6 | -7 | 0
COc1ccc(N2CCN(CC(=O)Nc3cc(C)on3)CC2)cc1 | 2 | -7 | 4 | 7 | 4 | -5 | -1.8 | 1 | 1
C/C(CC(=O)Nc1cccnc1)=N\NC(=O)C(C)Oc1ccc(Cl)cc1Cl (configuration not stated) | 6 | -3 | 2 | -2 | 0 | -1 | 3.2 | -1 | 0
CCN1CCCC1CNC(=O)C(=O)Nc1cccc(OC)c1 (configuration not stated) | 1 | -2 | -1 | 3 | -1 | 0 | 0.1 | 0 | -1

Not all compounds are listed; count on the stated rates, not on these rows.
